Screens (PubChem)
PLK1 PBD block = blocks phosphopeptide binding to human PLK1 polo-box domain | P53350 | Plk1 PBD binding of FITC phosphopeptide, fluorescence polarization | Potency, µM, without a hit: max response, negative = inhibition, hits mostly inhibitors | hit rate 2.8% among 360,000; note: potency is the fitted concentration of half-maximal effect; series mostly up to about 57 µM; % is set by controls: 0 for no effect and ±100 for the full control effect; nearly all actives have a fitted effect of over 65% in size
WRN inhibitor = blocks human WRN helicase | Q14191 | WRN helicase unwinding, fluorescent forked duplex, kinetic | Potency, µM (doses to about 114 µM), inactives show top-dose activity change, negative = inhibition, most hits filed as inhibitors | hit rate 0.46% among 360,000 | AID 651768; note: potency is the fitted concentration of half-maximal effect; % is set by controls: 0 for no effect and ±100 for the full control effect; nearly all actives have a fitted effect of over 55% in size
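WRN at 20 nM final was preincubated with compound for 15 min at room temperature; reaction started with 100 nM forked duplex oligonucleotide carrying fluorophore and quencher plus 2 mM ATP (final). Unwinding followed kinetically by red fluorescence (ex 525/em 598 nm).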
GLP1R cytotox = cytotoxic in the GLP-1 receptor inverse agonist counter-screen; HEK293 cAMP-luciferase reporter cells, luminescence, 24 h; Potency, µM (titrated, usually from 38.3 µM), for inactives: at the top dose activity change, negative = inhibition, actives largely listed as inhibitors; hit rate 0.13% among 410,000;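 note: loss of luciferase light is scored as toxicity; potency is the fitted concentration of half-maximal effect; % is set by controls: 0 for no effect and ±100 for the full control effect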
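1536-well qHTS counterscreen of the MLSMR; 200 cells/uL, 12 h pre-incubation, 23 nL cpd, 24 h at 37 deg C 5% CO2, luciferase detection reagent, 12 min RT, luminescence. Inhibition = undesired.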
DRD3 agonist = activates the human D3 dopamine receptor; P35462; D3R DiscoveRx beta-arrestin cells, luminescence, 90 min; max activation, %; hit rate 0.58% among 410,000; AID 652048; in the data active = max activation above about 30%; note: 0% is about no effect; mostly tested at two doses, the higher about 12 µM
Target sequence (P35462 whole entry, looked up): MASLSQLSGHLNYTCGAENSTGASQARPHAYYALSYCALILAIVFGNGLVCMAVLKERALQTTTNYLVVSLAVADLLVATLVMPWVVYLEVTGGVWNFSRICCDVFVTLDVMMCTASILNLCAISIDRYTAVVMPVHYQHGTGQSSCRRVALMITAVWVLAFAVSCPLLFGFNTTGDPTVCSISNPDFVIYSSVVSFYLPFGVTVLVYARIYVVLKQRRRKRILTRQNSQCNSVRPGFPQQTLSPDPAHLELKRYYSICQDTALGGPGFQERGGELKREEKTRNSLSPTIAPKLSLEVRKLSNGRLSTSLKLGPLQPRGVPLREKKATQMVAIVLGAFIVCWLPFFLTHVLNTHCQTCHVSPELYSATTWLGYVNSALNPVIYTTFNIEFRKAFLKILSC
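Agonist mode: compounds and dopamine controls were applied to plated cells for 90 min at 37 degrees C after an overnight attachment at 1500 cells/well. Luminescent read-out followed 30 - 60 minutes at room temperature with DiscoveRx detection reagent.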
IL-2 act = IL-2 activation; AID 652025; IL-2 activation reporter assay, cell-based qHTS; stimulated with anti-CD3/CD4/CD28 beads; in transgenic mouse T cells; hit rate 0.065% among 360,000; activation, % (series mostly up to about 46 µM); in the data active = activation above about 50%; inconclusive = mostly about 30% to 49%; note: 0% is about no effect
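Unstimulated transgenic mouse T cells; 60-min compound exposure; bead-based TCR/CD4/CD28 stimulation; 18 h culture, 37 degrees C; dual fluorescence (EGFP, DsRed) plate cytometry.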
PI5P4K alpha inh = PI5P4K alpha (human) kinase inhibition; hit rate 1.2% among 330,000; P48426; PI5P4Kalpha enzyme, ADP-Glo luminescence, 60 min; active compounds read low; max response, %; AID 652105; active = max response of -50% or lower; inconclusive = between -30% and -50%; inactive = -30% or higher; note: value at the top dose of about 77 µM; % is set by controls: 0 for no effect and ±100 for the full control effect
Target sequence (P48426 whole entry, looked up): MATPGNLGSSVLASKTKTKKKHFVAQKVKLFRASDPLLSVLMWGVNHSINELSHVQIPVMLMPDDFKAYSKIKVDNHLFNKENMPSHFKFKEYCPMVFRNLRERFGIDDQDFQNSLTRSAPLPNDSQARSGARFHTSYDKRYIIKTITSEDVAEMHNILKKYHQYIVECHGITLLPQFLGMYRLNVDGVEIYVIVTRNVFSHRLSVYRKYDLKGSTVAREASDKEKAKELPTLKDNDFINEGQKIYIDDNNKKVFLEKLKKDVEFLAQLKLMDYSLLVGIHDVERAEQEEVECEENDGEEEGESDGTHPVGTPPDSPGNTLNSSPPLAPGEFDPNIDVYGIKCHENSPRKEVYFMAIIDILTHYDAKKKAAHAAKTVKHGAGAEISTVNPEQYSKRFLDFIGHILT
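Compounds were pin-transferred onto PI5P4Kalpha and substrate in HEPES pH 7.4 buffer with EGTA, CHAPS and 5% DMSO. ATP (5 microM final) started the reaction, which ran 60 minutes at room temperature before ADP-Glo detection.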
GLP-1R inv ag = acts as inverse agonist at human GLP-1 receptor. HEK293 GLP-1R CRE-luciferase, luminescence, 24 h; GLP-1R form is constitutively active. P43220. hit rate 1.6% among 410,000. Potency, µM (top dose mostly 38.3 µM), for the others: at the highest dose activity change, negative = inhibition, most hits filed as inhibitors; note: potency is the fitted concentration of half-maximal effect; % is set by controls: 0 for no effect and ±100 for the full control effect; nearly all actives have a fitted effect of over 55% in size
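Readout was luciferase luminescence, measured 12 min after detection reagent at room temperature. Beforehand, GLP-1R reporter HEK293 cells had sat 12 h, then received compounds for 24 hr at 37 deg C.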
DRD3 antagonist = D3 dopamine receptor (human) antagonism | max response, negative = inhibition, % | D3R cells, DiscoveRx beta-arrestin luminescence, antagonist mode; active compounds read low | hit rate 2.5% among 360,000; in the data active = max response below about -50%; inconclusive = no clear call, values can overlap the other calls; note: % is set by controls: 0 for no effect and ±100 for the full control effect; mostly tested at two doses, the higher about 12 µM
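Cells plated overnight at 1500 cells/well, then exposed to library compounds with dopamine controls for 90 minutes at 37 degrees C. DiscoveRx reagent added for 30–60 minutes at room temperature; luminescence read, quantitative HTS format.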
GLP-1R agonist = GLP-1 receptor (human) agonism. P43220. HEK293 GLP-1R CRE-luciferase, luminescence, 4-6 h; cells express a hypersensitive GLP-1R form. Potency, µM (series often up to 45.6 µM), for inactives: at the top dose activation, hits mostly activators. hit rate 0.007% among 380,000. AID 624172; note: potency is the fitted concentration of half-maximal effect; % of control where 0% means no effect
* hit, by the source's call; u = inconclusive; x = no result given; [ ] = another dose, or the depositor's remark. Unless noted, calls come from the whole dose curve; as a rule, active = well fitted curve in the direction sought with a large enough effect; inconclusive = small, poorly fitted or top-dose-only effect, or another doubt; inactive = no such curve, though single readings can be large; an effect the other way counts as inactive or inconclusive.

SMILES | PLK1 PBD block | WRN inhibitor | GLP1R cytotox | DRD3 agonist | IL-2 act | PI5P4K alpha inh | GLP-1R inv ag | DRD3 antagonist | GLP-1R agonist
CC(Oc1ccccc1)C(=O)Nc1c2c(nn1-c1ccccc1)CS(=O)C2 (stereo not drawn) | -9.5% | -28.3% | -6.7% | -2.1 | -0.6 | -2.0 | 0.4% | -23.2 | 9.2%
O=C(/C=C/c1ccccc1Cl)N(Cc1cccs1)C1CCS(=O)(=O)C1 (stereo not drawn) | -4.8% | -20.1% | 17.3% | 1.5 | 0.0 | 0.3 | -5.1% | -0.1 | 17.8%
Cc1ccc(C(CC(=O)N2CCCCC2)c2ccccc2)c(O)c1C (stereo not drawn) | 5.0% | -5.1% | -10.1% | -1.4 | -2.4 | -1.3 | u | 21.8 | 11.2%
O=C(Nc1ccc(F)c(F)c1)NC1CCCCC1 | -1.5% | 6.9% | -2.5% | -0.9 | 2.0 | 1.9 | u | 9.9 | 2.7%
CCOc1ccc(NC(=O)COc2ccc(C(=O)NCc3cccc(OC)c3)cc2OC)cc1 | -4.7% | 1.2% | 0.1% | 0.0 | -0.3 | 9.7 | 3.2% | 19.4 | 1.1%
CC1CCN(c2ccc(C(=O)NCc3cccs3)cn2)CC1 | -1.6% | -2.2% | 3.1% | 0.9 | -0.2 | x | 8.2% | 6.9 | 16.3%
Cc1ccc(NC(=O)CN(C)C(=O)COc2cc(F)ccc2[N+](=O)[O-])cc1 | -9.8% | -3.0% | 14.4% | -17.0 | 0.0 | -5.2 | -6.2% | -53.1* | 3.5%
COc1ccc(NC(=O)Cc2ccccc2F)cc1S(=O)(=O)N1CCCCC1 | -0.1% | 7.8% | -10.5% | -0.2 | -0.3 | 0.8 | -9.1% | 8.0 | -3.6%
CC1COc2ccccc2N1S(=O)(=O)c1ccccc1 (stereo not drawn) | -25.9% | -35.9% | 20.0% | -8.1 | -0.1 | 0.5 | u | -14.2 | 5.5%
CCc1ccc(CN2C(=O)c3ccccc3C2C(=O)NCc2cccnc2)cc1 (stereo not drawn) | -2.3% | 2.8% | 16.3% | -7.8 | 1.1 | 2.9 | 0.7% | -14.5 | 9.8%
C=CCNc1cccc(Br)c1 | -3.4% | 10.1% | -7.2% | 9.7 | -3.4 | -1.1 | 5.0% | 19.5 | 0.6%
COc1ccccc1N1CCN(C(=O)c2sc3ncnc(N4CCN(c5ccccn5)CC4)c3c2C)CC1 | -6.0% | 3.4% | -30.4% | 3.8 | -0.5 | 3.4 | u | 88.5 | -8.6%
CN(Cc1ccco1)C(=O)c1ccc(N2CCCC2=O)cc1 | -6.1% | -10.0% | 17.3% | -0.5 | 0.5 | 0.7 | -1.7% | -26.6 | 5.4%
Cc1nn(-c2ccccc2)c2c1C(c1ccc([N+](=O)[O-])cc1)N1C(=N2)C(=O)Nc2ccccc21 (stereo not drawn) | -17.2% | 4.8% | -2.6% | 3.8 | -1.7 | -9.0 | u | 3.1 | -19.3%
CCN(C[C@H]1N[C@@](CC)(C(=O)OC)[C@H]2C(=O)N(Cc3ccccc3)C(=O)[C@@H]12)C(=O)Nc1ccc(C)cc1 | -7.0% | 6.9% | -14.2% | -22.1 | 1.2 | 6.7 | 12.1% | -28.1 | -2.6%
COC(=O)c1ccc(COc2ccc(-c3nnn(CC(N)=O)n3)cc2)cc1 | 1.4% | -1.2% | -2.1% | 14.0 | 0.2 | -3.6 | 30.6%[activator] | 10.9 | 5.1%
CC(=O)C1=C(c2ccccc2)NC(=O)NC1c1ccccc1OCC(=O)Nc1ccccc1 (stereo not drawn) | -6.2% | -22.9% | 2.8% | 0.3 | -1.2 | 1.6 | u | -2.1 | 5.1%
CCn1ncc(-c2cc(C(=O)O)no2)c1C | -9.5% | 18.5% | 0.0% | -3.7 | -0.4 | 0.4 | -5.3% | -18.1 | 9.1%
O=C(NCc1ccc(Cl)cc1)C(=O)NCC1OCCN1S(=O)(=O)c1cccs1 (stereo not drawn) | -1.0% | -3.4% | -30.4% | 5.2 | -2.1 | -7.8 | 6.5% | 11.3 | 10.3%
O=C(Cc1ccccc1)NCCSCc1ccccc1 | -11.6% | -16.8% | -0.1% | 1.1 | -0.5 | -4.3 | 4.0% | -6.6 | 7.3%
O=C(COC(=O)c1n[nH]c(=O)c2ccccc12)c1ccccc1 | -10.0% | 4.4% | 13.6% | -9.5 | -2.6 | 4.7 | 15.0% | -26.8 | 4.2%
Cc1noc(C)c1CCC(=O)N1CCCC(CCC(=O)NCc2ccc(F)c(F)c2)C1 (stereo not drawn) | -13.2% | -0.2%[11.6 µM] | -5.6% | -5.4 | 1.1 | -61.4* | 11.0% | -2.9 | -3.3%
COc1ccc(N2CCC(CNC(=S)Nc3cccc(C)c3)C2)cc1 (stereo not drawn) | u | -26.6%[57.1 µM] | -15.0% | -1.1 | -2.2 | -12.5 | u | 1.0 | -2.3%
Oc1ccccc1-c1nc(N2CCCC2)c2ccccc2n1 | -0.1% | 8.2% | -3.7% | 0.9 | 0.1 | 0.3 | 1.9% | -4.9 | -9.7%
CCCCNC(=O)N1CCN(c2ccccc2OCC)CC1 | -19.6% | -23.9%[57.1 µM] | 7.0% | -5.7 | -1.6 | 0.2 | -13.5% | -4.8 | 2.1%

(next part)
SMILES | PLK1 PBD block | WRN inhibitor | GLP1R cytotox | DRD3 agonist | IL-2 act | PI5P4K alpha inh | GLP-1R inv ag | DRD3 antagonist | GLP-1R agonist
O=C(Cn1cnc2cc([N+](=O)[O-])ccc2c1=O)NC1CCS(=O)(=O)C1 (stereo not drawn) | -7.0% | -3.9% | 0.9% | 8.2 | 2.6 | -6.1 | -0.4% | 12.6 | 6.3%
O=C1c2ccccc2C(=O)N1CCCC(=O)N1CCCc2ccccc21 | -3.4% | -2.4% | -3.8% | 4.1 | -1.0 | -3.4 | 5.0% | 22.9 | 0.4%
COc1ccc(C(=O)NNC(=O)COc2ccc(Cl)cc2C)cc1S(=O)(=O)N1CCOCC1 | -6.3% | -4.2% | 6.7% | -1.2 | -1.7 | 7.3 | -0.1% | -6.8 | -2.0%
C/C=C(\C)C(=O)NCCN1C2=NC[C@H](Cc3ccc(O)cc3)N2C[C@H]1Cc1ccc(O)cc1 | -11.1% | 7.1% | 8.9% | 18.4 | 0.3 | -7.7 | 4.6% | 13.6 | -4.1%
O=C(CSc1nnc(Nc2ccccc2)s1)NCC1CCCO1 (stereo not drawn) | -3.4% | -5.4% | -20.4% | -0.2 | 0.1 | -1.3 | 11.7% | 7.6 | 3.4%
CCCC(=O)Nc1cccc(C(=O)Nc2nccs2)c1 | -8.2% | 3.5% | -16.5% | 1.4 | -2.5 | 0.2 | 8.6% | 2.0 | -0.8%
CC(C)CCNC(=O)CCn1c(=S)oc2ccccc21 | -27.3% | 1.1% | -4.9% | -3.3 | -2.9 | -1.0 | 3.7% | 1.4 | 21.4%
COc1ccc(COCC(O)CN2CCN(S(=O)(=O)c3c(F)cccc3F)CC2)cc1OC (stereo not drawn) | 2.2% | 9.2% | -16.9% | -10.3 | -5.0 | -2.1 | 16.8% | 11.9 | 7.9%
Cc1cc(C)c(COc2ccc(/C=N/n3c(C)n[nH]c3=S)cc2)c(C)c1 | u | -27.3% | 94.1%[activator] | -12.4 | 0.0 | 3.3 | 5.9% | -23.3 | 0.1%
CC1=C(C(=O)N2CCCCCC2)CC(CC(=O)NCCCCc2ccccc2)C(=O)N1CCC1=CCCCC1 (stereo not drawn) | -3.5% | -0.5% | -11.7% | -9.9 | -0.4 | -3.9 | u | -26.3 | -2.3%
COc1ccc2oc(=O)c(C(=O)Nc3ccccc3O)cc2c1 | -0.3% | -2.1% | -11.5% | 1.8 | 0.2 | -9.5 | -16.2% | -13.6 | -4.9%
COCCN1C(=O)CCC1(C)C(=O)NC1CCCCC1 (stereo not drawn) | 1.9% | 1.1% | 0.3% | 6.8 | -0.1 | 5.5 | 29.1% | 27.9 | -0.3%
CCCCC(=O)Nc1ccc(C(=O)NCCc2ccccc2)cc1 | -17.5% | -8.9% | -10.2% | -17.1 | -0.2 | 1.1 | 6.5% | -62.3* | 5.1%
CCCOc1ccc(/C=N/NC(=S)Nc2ccccc2[N+](=O)[O-])c(O)c1 | -3.5% | -10.4% | -41.8% | 12.7 | -0.2 | -13.1 | u | -3.0 | -11.6%
CCC(=O)Nc1ccc(C(=O)CSc2nnc(-c3ccc(O)cc3)n2CC2CCCO2)cc1OC (stereo not drawn) | -3.0% | 2.3% | 1.0% | 13.9 | -1.4 | x | 0.0% | 17.7 | -9.3%
COc1ccc(CCCNC(=O)C2CCC(=O)N(Cc3ccc(Cl)cc3)C2)cc1 (stereo not drawn) | -5.9% | -10.5% | -4.7% | 2.3 | -5.8 | 12.0 | u | 14.7 | 7.3%
CCOC(=O)N1CCC(NC(=O)CS(=O)(=O)Cc2nc(-c3ccccc3C)oc2C)CC1 | -2.3% | -7.6% | 1.5% | 3.7 | 0.3 | 1.0 | -7.3% | 10.7 | -0.8%
CC(=O)C(Sc1nn(C)c(=S)s1)C(=O)Nc1ccccc1 (stereo not drawn) | 26.7µM* | -20.5% | -47.0% | -7.5 | -0.2 | -82.6* | 0.0% | -29.9 | 0.1%
CC(NC(=O)c1cc2cc(Br)ccc2oc1=N)c1ccccc1 (stereo not drawn) | 2.3% | -33.2% | 3.0% | -6.6 | -1.2 | -10.9 | 10.1% | -2.0 | -6.0%

Three entries from above, in CSV form.
smiles,PLK1 PBD block,WRN inhibitor,GLP1R cytotox,DRD3 agonist,IL-2 act,PI5P4K alpha inh,GLP-1R inv ag,DRD3 antagonist,GLP-1R agonist
COC(=O)c1ccc(COc2ccc(-c3nnn(CC(N)=O)n3)cc2)cc1,1.4%,-1.2%,-2.1%,14.0,0.2,-3.6,30.6%[activator],10.9,5.1%
CCCOc1ccc(/C=N/NC(=S)Nc2ccccc2[N+](=O)[O-])c(O)c1,-3.5%,-10.4%,-41.8%,12.7,-0.2,-13.1,u,-3.0,-11.6%
O=C(Nc1ccc(F)c(F)c1)NC1CCCCC1,-1.5%,6.9%,-2.5%,-0.9,2.0,1.9,u,9.9,2.7%
